D2 antagonist: antagonists of human D2 dopamine receptor | P14416 | HEK293 TREx D2 cells, calcium flux, dopamine EC80 | inhibition, % at 10 µM | actives 2% (n = 340,000) | AID 485344; in the data active = inhibition above about 30%; also: 0% is about no effect
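Overnight-induced (tetracycline, 30 C) HEK293 T-REx cells carrying force-coupled D2 receive a no-wash calcium dye, then compound, then EC80 dopamine at 180 s; signals are read kinetically throughout.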
TRHR enhancer: TRH receptor (human) allosteric enhancement | P34981 | TRHR cells, fluo-8 calcium fluorescence, EC20 TRH enhancement | enhancement, % at 2 µM | actives 0.66% (n = 360,000); in the data active = enhancement above about 30%; also: 0% is about no effect
Target sequence (P34981 whole entry, looked up): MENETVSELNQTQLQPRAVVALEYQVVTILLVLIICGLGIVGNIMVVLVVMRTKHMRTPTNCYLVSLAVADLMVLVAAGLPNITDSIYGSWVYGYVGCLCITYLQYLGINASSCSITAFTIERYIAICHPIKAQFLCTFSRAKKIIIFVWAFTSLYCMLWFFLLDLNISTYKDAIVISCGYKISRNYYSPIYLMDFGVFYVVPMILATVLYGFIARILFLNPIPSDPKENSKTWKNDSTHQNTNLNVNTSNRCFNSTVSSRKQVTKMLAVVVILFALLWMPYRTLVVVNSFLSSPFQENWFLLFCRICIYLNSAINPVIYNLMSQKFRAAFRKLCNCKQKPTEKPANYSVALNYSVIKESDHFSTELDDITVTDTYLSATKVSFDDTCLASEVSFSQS
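TRHR-expressing cells loaded with fluo-8 calcium dye were read kinetically (ex 480/em 530) during compound addition, then stimulated with an EC20 of TRH (10 nM final). Enhancement of the Gq-mediated intracellular calcium response was scored.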
D2 ag: activates the human D2 dopamine receptor; HEK293 T-REx D2 cells, calcium flux agonist mode; activation, % at 2 µM; actives 0.53% (n = 340,000); AID 485358;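 active = activation over 3 SD above normal in the single-dose calcium agonist read, cut at about 30% in these data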; also: 0% is about no effect
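Calcium-flux readout, 1 cycle/sec over 180 s following compound pin transfer, in inducible HEK293 Trex D2 cells (force-coupled); dopamine controls included. Positive calcium responses during this window marked compounds as potential agonists.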
USP1-UAF1 inh: inhibitors of human USP1/UAF1 deubiquitinase. O94782. actives 0.23% (n = 390,000). recombinant USP1/UAF1, Ub-Rhodamine cleavage fluorescence. Potency, µM (top dose mostly 57.1 µM), for inactives: at the top dose activity change, negative = inhibition, hits mostly inhibitors; also: potency is read from the fitted curve at half-maximal effect; % is scaled to controls: 0 for no effect and ±100 for the full control effect; nearly all actives have a fitted effect of over 60% in size; inactives centre near -12
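USP1/UAF1 complex at 1 nM was preincubated with compound for 15 min at room temperature, then Ub-Rho substrate (150nM final) was added. Fluorescence (480/540 nm) was read kinetically, 6 reads every 60 seconds.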
PI4K2A inh: PI4K2A (human) kinase inhibition | Q9BTU6 | activity change, negative = inhibition, % at 76.9 µM | actives 0.13% (n = 420,000) | purified PI4K2A, ADP-Glo luminescence, 1 h; hits give low values; in the data active = activity change below about -50%; inconclusive = mostly about -30% to -49%;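 also: -100% = wells without enzyme as full effect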
Target sequence (Q9BTU6 whole entry, looked up): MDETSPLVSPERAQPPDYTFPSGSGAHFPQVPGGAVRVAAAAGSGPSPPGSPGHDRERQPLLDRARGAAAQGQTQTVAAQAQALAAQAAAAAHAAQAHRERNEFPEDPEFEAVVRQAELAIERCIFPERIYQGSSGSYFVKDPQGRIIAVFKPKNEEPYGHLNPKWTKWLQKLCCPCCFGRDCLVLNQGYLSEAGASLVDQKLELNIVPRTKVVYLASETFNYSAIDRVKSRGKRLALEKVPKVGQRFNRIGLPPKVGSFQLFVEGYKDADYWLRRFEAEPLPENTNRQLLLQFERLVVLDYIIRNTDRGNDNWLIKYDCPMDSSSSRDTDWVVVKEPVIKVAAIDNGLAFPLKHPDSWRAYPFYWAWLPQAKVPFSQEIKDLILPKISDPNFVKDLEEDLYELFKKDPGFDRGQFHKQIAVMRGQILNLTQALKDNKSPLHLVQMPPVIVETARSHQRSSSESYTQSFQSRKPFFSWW
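PI4K2A activity was measured by ADP-Glo luminescence: enzyme (4 ug/mL stock) and phosphatidylinositol (1.2 mM stock) in Tris pH 7.5/MgCl2/EGTA/Triton X-100 buffer were reacted with ATP (300 microM stock) for one hour at ambient temperature.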
TrxR1 substrate: rat thioredoxin reductase 1 substrate activity; O89049; purified TrxR1 substrate turnover, NADPH consumption readout; Potency, µM (highest dose often 114 µM), without a hit: at the highest dose activity change, negative = substrate turnover; actives 0.01% (n = 390,000); AID 588456; also: potency is read from the fitted curve at half-maximal effect; % is scaled to controls: 0 for no effect and ±100 for the full control effect; nearly all actives have a fitted effect of over 50% in size
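Rat TrxR1, dispensed at 90 nM, was prereduced with 400 uM NADPH (final) for 5 min at ~22 deg C, then incubated with compound 15 min before 400 uM selenite. A first-read NADPH fluorescence drop versus no-compound background flagged substrates.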
mIDH1 inhibitor: blocks human mutant IDH1 R132H enzyme; O75874; IDH1-R132H enzyme, NADPH consumption, diaphorase/resazurin fluorescence; Potency, µM (highest dose often 76.6 µM), without a hit: at the top dose activity change, negative = inhibition, hits mostly inhibitors; actives 0.093% (n = 390,000); AID 602179; also: potency is read from the fitted curve at half-maximal effect; % is scaled to controls: 0 for no effect and ±100 for the full control effect; nearly all actives have a fitted effect of over 65% in size
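IDH1-R132H (0.5 ug/mL dispensed) in pH 7.5 Tris buffer was preincubated 30 min with compound, then given a substrate mix of 0.016 mM NADPH and 2 mM alpha-KG for 80 min at room temperature; remaining NADPH was read by diaphorase/resazurin fluorescence.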
TRHR agonist: TRH receptor (human) agonism. actives 0.18% (n = 360,000). P34981. TRHR cells, calcium flux fluo-8, FDSS agonist mode. activation, % at 2 µM; in the data active = activation above about 30%; also: 0% is about no effect
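Fluo-8-loaded TRHR cells; 10 s baseline, compound added, kinetic Ca2+ fluorescence read 1/s, agonist mode.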
TrxR1 inh: rat TrxR1 inhibition | Potency, µM (titrated, usually from 114 µM), for the others: at the highest dose activity change, negative = inhibition, usual class: inhibitors | recombinant rTrxR1, NADPH fluorescence consumption, selenite substrate | actives 1% (n = 390,000); also: potency is read from the fitted curve at half-maximal effect; % is scaled to controls: 0 for no effect and ±100 for the full control effect; nearly all actives have a fitted effect of over 65% in size
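Rat TrxR1 (90 nM in the dispensed reagent) was pre-reduced with 400 uM NADPH for 5 min at room temperature, then incubated with compound for 15 min. After 400 uM selenite was added, NADPH fluorescence (Ex 340/Em 450 nm) was followed for 8 min.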
* = called active by the depositor; ? = inconclusive; · = no result given; & = joins results of further samples; [ ] = remark or other dose. Unless noted, calls follow the shape of the dose curve; as a rule, active = well fitted inhibition curve with a large enough effect; inconclusive = small, poorly fitted or top-dose-only effect; inactive = no such curve, though single readings can be large or run the other way.

SMILES	D2 antagonist	TRHR enhancer	D2 ag	USP1-UAF1 inh	PI4K2A inh	TrxR1 substrate	mIDH1 inhibitor	TRHR agonist	TrxR1 inh
COc1cccc(-n2c(SCc3c(C)noc3C)nnc2-c2cccc(S(=O)(=O)N(C)C)c2)c1	-1	16	-1.1	-15%	-2	5%	9%	0.1	14%
Cc1cccc([C@H]2[C@@H]3C=CCC[C@@H]3C(=O)N2Cc2ccccc2)c1	·	·	·	-30%	3	2%	-9%	·	-14%
CC(C)CCC(CCNCc1ccccn1)c1ccc(Cl)cc1 (configuration not stated)	24	3	1.6	-17%	13	-7%	-5%	0.7	-15%
CCCCN1C(=N)N([C@@H](CCC)CN2CCC[C@H]2CN2C(N)=NC[C@H]2CC(C)C)C[C@H]1Cc1ccccc1	·	·	·	-13%	-10	-2%	-13%	·	6%
Cc1cc(N2CCCCC2)nc(SCC(=O)c2ccccc2)n1	15	-3	-0.7	-15%	?	-1%	5%	-0.3	3%
Cc1cc(N2C(=O)C3C4C=CC(C4)C3C2=O)no1 (configuration not stated)	9	-4	0.5	-12%	1	5%[57.1 µM]	-5%	0.9	11%[57.1 µM]
CC1(C)C(=O)OC(c2cccn2-c2cccc([N+](=O)[O-])c2)C2(CCCCC2)C1=O (configuration not stated)	2	8	0.1	·	·	·	·	-0.5	·
COc1ccc(OC)c(-c2csc(-c3c(N)c(C(=O)c4ccccc4)n4ccccc34)n2)c1	·	7	-0.5	4%	0	1%	·	0.8	15%
NCCc1nc2cccnc2n1-c1ccccc1	·	6	-0.9	-22%	-17	-3%[57.1 µM]	0%	-0.1	3%[57.1 µM]
COc1cccc(N(Cc2nnc3n2CCCCC3)C(=O)Nc2ccccc2F)c1	12	-2	0.3	-9%	2	10%[57.1 µM]	1%	0.4	25%
COc1cc2c(=O)c(C(=O)c3ccc(C)c(C)c3)cn(Cc3ccccc3)c2cc1OC	·	12	-1.2	-11%	0	6%	-3%	-0.5	20%
CC(OC(=O)CN1C(=O)c2ccccc2C1=O)C(=O)NC1(C#N)CCCCC1 (configuration not stated)	-6	11	1.2	-1%	0	-2%	3%	0.6	-4%
CNC(=O)c1cc2cccc(OC)c2oc1=O	-12	4	1.1	-3%	-1	0%	10%	0.0	5%
Cc1cccc(-n2c(SCC(N)=O)nnc2-c2ccccn2)c1C	17	1	-0.7	-2%	6	0%	8%	0.2	9%
CCn1cc(CN2CCc3c([nH]c4ccccc34)C2c2cccc(OC)c2OC)c(C)n1 (configuration not stated)	-4	5	0.0	-9%	1	6%[57.1 µM]	4%	3.8	-7%[57.1 µM]
Cc1nc2ccccc2c(=O)n1/N=C/c1ccco1	24	-2	1.3	-6%	1	-5%	-5%	-1.6	18%
NS(=O)(=O)c1ccc(NC(=O)c2cccc(Cl)c2)cc1	-3	1	0.4	-6%	0	0%	0%	0.3	16%
CC(C)(C)OC(=O)NNc1c2ccccc2nc2ccccc12	-6	6	-0.5	-12%	-2	37%	9%	1.5	10%[57.1 µM]
COc1ccc(/C=N/NC(=O)Cn2nc(C)c([N+](=O)[O-])c2C)cc1	-9	3	1.6	-12%	3	6%[57.1 µM]	4%	0.1	1%[57.1 µM]
CC(C)C(=O)Nc1ccc(-c2csc(-c3ccccc3)n2)cc1	3	7	1.1	-3%	11	7%	-3%	0.1	?
Cc1ccc(S(=O)(=O)N/N=C/c2ccccc2O)cc1[N+](=O)[O-]	-8	0	0.5	-3%	-1	6%[57.1 µM]	-1%	1.1	10%[57.1 µM]
Cc1cc(=O)[nH]c(SCC(=O)OCc2ccccc2)c1C#N	8	-1	-0.6	-8%	5	6%[57.1 µM]	0%	0.7	15%[57.1 µM]
Cc1ccc(C)c(NC(=O)CN(C)C(=O)c2cccc(Oc3ccccc3)c2)c1	·	·	·	-14%	1	-6%	-2%	·	20%
CN(c1ccc(F)cc1)S(=O)(=O)c1ccc(Cl)c(C(=O)NCc2ccco2)c1	·	·	·	-22%	-1	1%	-3%	·	18%
CC(C(=O)OCC(=O)c1ccccc1)N1C(=O)c2ccccc2C1=O (configuration not stated)	-6	-8	-1.0	-7%	1	-6%[57.1 µM]	1%	-1.4	10%[57.1 µM]

(cont.)
SMILES	D2 antagonist	TRHR enhancer	D2 ag	USP1-UAF1 inh	PI4K2A inh	TrxR1 substrate	mIDH1 inhibitor	TRHR agonist	TrxR1 inh
CCN1CCN(c2oc(COc3ccc(Cl)cc3)nc2C#N)CC1	-5	1	-1.1	-24%	11	-1%	1%	-2.2	9%
CCCn1nc(C(=O)NNC(=O)c2cccc(C)c2)c2ccccc2c1=O	·	·	·	-5%	2	-9%	6%	·	-14%
CCOC(=O)c1c(C)[nH]c(C)c1C(=O)COC(=O)c1sccc1C	17	-5	0.7	-22%	-3	-10%	3%	-0.9	0%
NC(=O)CSc1nc2cc(Cl)ccc2c(=O)n1C1CCCCC1	0	2	0.0	-8%	-7	-5%	-6%	0.0	1%
COc1ccccc1NC(=O)c1cccc(S(=O)(=O)N2CCCCCC2)c1	·	-2	-1.0	-20%	0	1%	1%	-0.2	9%
Cc1n[nH]c(=S)n1Cc1ccccc1	14	4	0.3	-9%	4	3%	-5%	0.1	-1%
COc1cc(NC(=O)c2ccc3c(c2)OCO3)ccc1NC(=O)c1ccco1	-1	-2	-0.2	-2%	2	35%	4%	0.3	7%
CCC(C)(C(=O)NC1CCCC1)N(CC1CCCO1)C(=O)CNC(=O)c1ccccc1 (configuration not stated)	6	0	0.5	-10%	0	-1%	0%	0.2	12%
COc1ccc(C(=O)Nc2nccs2)cc1	-9	-3	0.0	-8%	1	-12%	0%	0.0	16%[57.1 µM]
COc1cccc(CN2CCC(Oc3ccc(C(=O)N4CCCCC4)cc3)CC2)c1	-9	8	0.2	-18%	2	5%	8%	0.3	31%
COc1cc(S(=O)(=O)NC2CCCC2)c(OC)cc1C	2	-2	-1.5	-19%	0	5%	-10%	-2.1	24%
Cc1ccc(C(=O)NC(=S)NNS(=O)(=O)c2ccccc2)cc1	-6	-1	0.5	-13%	7	-7%[57.1 µM]	6%	0.0	6%[57.1 µM]
CC(CC(=O)Nc1ccc(S(=O)(=O)Nc2ncccn2)cc1)c1ccccc1 (configuration not stated)	-9	4	0.4	-2%	-1	-9%	1%	0.3	26%[57.1 µM]
CCNC(=O)COC(=O)c1sccc1C	0	2	-0.4	-3%	21	-7%	5%	0.3	-11%
O=C(N/N=C/c1cccnc1)c1ccccc1OCc1ccc(Br)cc1	-4	-8	-1.5	-22%	-8	-12%[57.1 µM]	12%	-0.9	35%[57.1 µM]
Nn1c(=O)c2ccccc2n2c(SCc3ccccc3)nnc12	2	4	-2.0	-11%	2	1%	4%	0.4	6%
COc1cc(N=Cc2c(O)[nH]c3ccccc23)cc(OC)c1OC	14	-8	0.2	-11%	1	-11%	3%	0.6	-13%
CC(=O)C1CCC2C3CCC4=CC(=O)C=CC4(C)C3CCC12C (configuration not stated)	·	·	·	1%	1	0%[2.29 µM]	3%	·	7%[2.29 µM]
Cc1cccc(CCNC(=O)CCc2c(C)nc3c(-c4ccc(F)cc4)c(C)nn3c2C)c1	·	5	-0.7	-24%	4	5%	7%	-0.2	27%
COc1ccc(-c2nnc(NC(=O)c3ccc(S(=O)(=O)N(C)CC4CCCO4)cc3)o2)c(OC)c1 (configuration not stated)	7	-2	0.2	-20%	3	-11%	-6%	-0.7	-11%
CC1=Nc2ccccc2/C1=C/c1sc(=O)n(CC(=O)N2CCCC2)c1O	-10	-2	-0.5	-12%	-3	5%	7%	0.1	19%
O=C(c1ccccc1)N(c1ccccc1)C1C=CS(=O)(=O)C1 (configuration not stated)	-10	3	-0.4	-13%	-1	10%[57.1 µM]	7%	-0.1	17%[57.1 µM]
CN(c1ccccc1)S(=O)(=O)c1ccc(NC(=O)c2nc(S(C)(=O)=O)ncc2Cl)cc1	3	17&-16	6.1&28	-15%&-21%	-6&-13	0%&0%	3%&11%	2.0&2.6	0.79µM*
CC1CN(S(=O)(=O)c2cccc(C(F)(F)F)c2)CN1C(=O)N1CCOCC1 (configuration not stated)	0	16	1.1	-19%	1	5%	5%	0.7	15%
COc1cccc(CC(=O)OCC(=O)Nc2c(C)nn(-c3ccccc3)c2C)c1	-6	-4	0.2	-16%	1	6%[57.1 µM]	-1%	-0.2	12%[57.1 µM]
COc1ccc(NC(=O)c2cc(-c3ccc(OC)c(OC)c3)on2)cc1OC	15	-6	-0.2	-7%	9	12%	3%	-0.8	2%
Fc1cccc(Cc2noc(CN3CCC(c4ccncc4)CC3)n2)c1	53*	-11	0.4	-5%	2	5%	-1%	0.5	-7%
COc1ccc(Nc2nc(-c3cccs3)cs2)c(OC)c1	16	2	0.5	-19%	4	-13%	9%	0.0	-22%

7 structures already listed, arranged by molecular weight, ascending.
SMILES	D2 antagonist	TRHR enhancer	D2 ag	USP1-UAF1 inh	PI4K2A inh	TrxR1 substrate	mIDH1 inhibitor	TRHR agonist	TrxR1 inh
CC(=O)C1CCC2C3CCC4=CC(=O)C=CC4(C)C3CCC12C (configuration not stated)	·	·	·	1%	1	0%[2.29 µM]	3%	·	7%[2.29 µM]
COc1ccc(Nc2nc(-c3cccs3)cs2)c(OC)c1	16	2	0.5	-19%	4	-13%	9%	0.0	-22%
Nn1c(=O)c2ccccc2n2c(SCc3ccccc3)nnc12	2	4	-2.0	-11%	2	1%	4%	0.4	6%
CCOC(=O)c1c(C)[nH]c(C)c1C(=O)COC(=O)c1sccc1C	17	-5	0.7	-22%	-3	-10%	3%	-0.9	0%
CC1=Nc2ccccc2/C1=C/c1sc(=O)n(CC(=O)N2CCCC2)c1O	-10	-2	-0.5	-12%	-3	5%	7%	0.1	19%
CC(CC(=O)Nc1ccc(S(=O)(=O)Nc2ncccn2)cc1)c1ccccc1 (configuration not stated)	-9	4	0.4	-2%	-1	-9%	1%	0.3	26%[57.1 µM]
Cc1cccc(CCNC(=O)CCc2c(C)nc3c(-c4ccc(F)cc4)c(C)nn3c2C)c1	·	5	-0.7	-24%	4	5%	7%	-0.2	27%
